Hsp70 displacement: Hsp70 inhibitors, probe displacement, primary screen, biochemical, fluorescence polarization (AID 583). Heat shock 70 kDa protein 1A (Homo sapiens). Hsp70 fluorescence polarization probe displacement, mP; higher % means a stronger effect. displacement, % at 20 µM; hits with a dose series show IC50 in µM. actives 0.06% (n = 140,000); in the data active = displacement above about 50%;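 also: plate controls were vehicle for no effect and reference ligand for full effect; a part of the inactive calls stands beside numbers as strong as those of hits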
MKP-3 inhibition: MKP-3 phosphatase inhibitors, primary screen, biochemical, rat enzyme, in vitro (AID 425) | Dual specificity protein phosphatase 6 (Rattus norvegicus) | recombinant MKP-3 phosphatase activity, fluorescence; higher % means a stronger effect | one-dose inhibition, % at 20 µM; IC50 in µM for titrated hits | actives 0.17% (n = 110,000); in the data active = inhibition above about 50%;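 also: plate controls were vehicle for no effect and reference inhibitor for full effect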
Numbers without * were called inactive; x = not tested or not shown; & = joins results of further samples. The list is partial. The share of hits here may be higher or lower than overall.

SMILES | Hsp70 displacement | MKP-3 inhibition
O=C(CN(c1cccc(Br)c1)S(=O)(=O)c1ccccc1)Nc1ccccc1 | 1.4% | 1.7%
CCOC(=O)C(Cc1ccccc1)NC(=O)Cn1nnc(-c2ccccc2)n1 (stereo not drawn) | 5.0% | -0.6%
Cc1cccc(NC(=O)Cn2cc(C(=O)c3ccco3)c3ccccc32)c1 | 3.2% | x
CCOc1cc(C=C2C(=O)NC(=O)NC2=O)ccc1OCc1c(C)no[n+]1[O-] | 1.3% | 1.1%
CN(C)CCN1C(=O)C(=O)/C(=C(/O)c2ccccc2)C1c1ccc(Br)cc1 (stereo not drawn) | -0.7% | 4.0%
CC(C)c1ccc(/C=N/N2CCN(c3ccccn3)CC2)cc1 | 2.9% | 1.2%
Clc1ccc2nc(N/N=C/c3ccc4ncccc4c3)nc(-c3ccccc3)c2c1 | -1.4% | 3.0%
Cc1ccc(-n2nc3ccc(NC(=O)c4cccs4)cc3n2)cc1Cl | -3.6% | 4.5%
CC(C)(C)c1nnc(NC(=O)CN2C(=O)C3C4C=CC(C4)C3C2=O)s1 (stereo not drawn) | -3.2% | -3.0%
CCC(=O)Nc1nnc(CSCc2ccccc2)s1 | 5.3% | 1.5%
Cc1ccc(Sc2c(C)nn(C(=O)c3ccco3)c2C)cc1 | -1.9% | 2.7%
O=C1CC(C(=O)Nc2ccccc2)C2(CCCCC2)O1 (stereo not drawn) | 1.6% | x
CS(=O)(=O)N(Cc1ccccc1)c1ccc(C(=O)NCc2cccnc2)cc1 | 3.0% | x
COc1ccc(S(=O)(=O)NCCCCCC(=O)NCCCN2CCOCC2)cc1 | -2.2% | 1.5%
Fc1cccc(CN2CCN(Cc3ccncc3)CC2)c1 | -0.4% | 3.6%

Profiles as entered above. Values in the order: Hsp70 displacement, MKP-3 inhibition
Fc1cccc(CN2CCN(Cc3ccncc3)CC2)c1 in the list: -0.4%, 3.6%
COc1ccc(S(=O)(=O)NCCCCCC(=O)NCCCN2CCOCC2)cc1 in the list: -2.2%, 1.5%
CCOC(=O)C(Cc1ccccc1)NC(=O)Cn1nnc(-c2ccccc2)n1 (stereo not drawn) in the list: 5.0%, -0.6%
CCOc1cc(C=C2C(=O)NC(=O)NC2=O)ccc1OCc1c(C)no[n+]1[O-] in the list: 1.3%, 1.1%

(list continues)
SMILES | Hsp70 displacement | MKP-3 inhibition
COC(=O)c1ccc2c(=O)n(CCO)c(=S)[nH]c2c1 | 5.5% | -3.1%
COC(=O)c1ccccc1NC(=O)C1CCCN(S(C)(=O)=O)C1 (stereo not drawn) | 1.6% | -12.8%
OCCN1CCN(Cc2cc(Cl)c3cccnc3c2O)CC1 | 0.2% | x
O=C(Oc1ccc(-n2cnnn2)cc1)c1ccco1 | -4.6% | 0.2%
O=c1cc2c(nn1Cc1c(Cl)cccc1Cl)-c1ccccc1CC2 | 8.8% | x
NCCN=C1NS(=O)(=O)c2ccccc21 | 3.6% | x
NC(=O)CS(=O)(=O)c1nc2ccccc2n1CC(=O)N1CCCCC1 | -1.0% | -3.4%
COC(=O)C1=C(C)NC(C)=C(C(=O)OC)C1c1cc2cc(C)ccc2[nH]c1=O | 6.0% | -1.5%
Cc1nc2cc(-n3ccc(=O)cc3)ccc2n1-c1ccccc1 | 1.3% | -6.6%
CC(=O)Nc1ccc(S(=O)(=O)Nc2cc(C)ccc2C)cc1 | -0.1% | 0.4%
COc1ccccc1-c1cc(C(=O)Nc2cc(C)on2)no1 | -2.9% | -3.5%
COC(=O)c1nn2c(C(F)(F)F)cc(-c3ccc(Br)o3)nc2c1Br | -25.2% | 5.9%
CCOC(=O)c1c(-c2ccccc2)oc2ccc(OC(=O)c3ccc([N+](=O)[O-])cc3)cc12 | -2.2% | 2.4%
COc1cccc(N(CC(=O)NCc2cccnc2)S(C)(=O)=O)c1 | 0.3% | -2.0%
Cc1ccc(S(=O)(=O)NC(=O)C(C)O)cc1 (stereo not drawn) | -0.1% | -0.2%
COc1ccc(-n2nc3cc(C)c(NC(=O)C(c4ccccc4)c4ccccc4)cc3n2)cc1 | -3.3% | -6.1%
O=C(Nc1ccccc1Br)c1ccccc1[N+](=O)[O-] | -1.6% | 2.0%
CCNC(=O)CC1S\C(=N/N=C/C=C/c2ccccc2)NC1=O (stereo not drawn) | -0.5% | 3.2%
Cc1ccc2c(c1)c1c3n2CCN(CCC#N)C3CCC1 (stereo not drawn) | -3.2% | 0.5%
CC1C(=NO)C(C)C(c2ccccc2)NC1c1ccccc1 (stereo not drawn) | 3.9% | x
CC1=NOC(=O)/C1=C\c1ccc(OCc2ccc(Cl)cc2)cc1 | -5.6% | 1.5%
CC(N)C12CC3CC(C1)CC(C(C)N)(C3)C2 (stereo not drawn) | 1.8% | 2.5%
CCOC(=O)c1ccccc1NC(=O)Cn1cnc2c(cnn2C(C)(C)C)c1=O | 5.2% | -0.2%
CSc1ccc(S(=O)(=O)NCc2ccccc2C)cc1 | -6.2% | -2.6%
COc1ccc(C(=O)N2CCN(Cc3cccc(C)c3)CC2)cc1OC | 2.5% | 1.3%
O=C(Nc1cccc(Cl)c1)Nc1ccccc1C(=O)NCc1ccco1 | 2.3% | x
Cc1ccc(OCc2nnc(SCC(=O)Nc3cccc4ccccc34)n2-c2ccccc2)cc1 | 1.1% | x
CCc1ccc(NC2=CC(=O)CC(c3ccco3)C2)cc1 (stereo not drawn) | 5.2% | 3.9%
Cc1ccnc(NS(=O)(=O)c2ccc(NS(=O)(=O)Cc3ccccc3)cc2)n1 | -1.2% | 7.1%
COc1ccc(C(=O)c2cn[nH]c2-c2cc(Cl)ccc2O)cc1 | 6.3% | -9.7%
CCCOC(=O)C1=C(C)NC2=C(C(=O)CCC2)C1c1cccc(OC)c1OC (stereo not drawn) | -7.3% | -3.5%
CCOc1ccc(C(=O)Nc2cc(-c3nc4ccccc4s3)ccc2Cl)cc1Cl | -4.8% | 3.8%
Cc1c(NC(=O)Cc2ccccc2)c(=O)n(-c2ccccc2)n1C | 3.5% | -1.6%
COc1ccc(N2C(=O)NC(=O)/C(=C\c3cc(Cl)c(OC)c(Cl)c3)C2=O)cc1 | 0.0% | -3.7%
COc1ccc(N(CC(=O)Nc2ccc(C(C)C)cc2)S(=O)(=O)c2ccccc2)cc1Cl | -3.5% | -0.6%
O=C(OCCCCN1C(=O)c2ccccc2C1=O)c1ccc(S(=O)(=O)N2CCCC2)cc1 | -0.8% | -11.9%
CCOC(=O)c1c(C)[nH]c(C(C)=O)c1C | 1.3% | -0.2%
Cc1cccc(NC(=O)CSc2nnc(C)n2Cc2ccccc2)c1 | 2.2% | x
CCOc1ccc(NC(=O)Nc2ccc3c(c2)nnn3C)cc1 | 3.6% | -1.7%
C=C(C)c1cccc(C(C)(C)NC(=O)N2CCCC2)c1 | -3.6% | x
Cc1nnc(-n2ncc(C#N)c2N)c2nn(-c3ccccc3F)c(C)c12 | -2.0% | x
Cc1ccc(S(=O)(=O)N(CC(O)CN2CCCCC2)c2ccccc2)cc1 (stereo not drawn) | 0.2% | 8.1%
Cn1ccnc1SCC(=O)Nc1ccc(Oc2ccccc2)cc1 | 0.5% | -1.5%
O=C(NCC1CCCO1)c1ccc(CS(=O)(=O)c2ccc(Br)cc2)o1 (stereo not drawn) | 104.4% | -8.4%
O=c1c2c(nc3cc(-c4cccc(F)c4)[nH]n13)CCCC2 | -4.4% | -2.1%
CCOc1ccc2[nH]c(C)c(CN(C)C)c(=O)c2c1 | -1.6% | -10.2%
Cc1ccc(N2C(=O)C3ON(c4ccccc4)C(c4ccncc4)C3C2=O)c(C)c1 (stereo not drawn) | 0.7% | -1.8%
NC(=O)C1(N2CCCCC2)CCN(C(=O)CSc2nc3ccccc3[nH]2)CC1 | -4.5% | x
COC(=O)c1ccsc1NC(=O)CSc1nnnn1Cc1ccccc1 | 5.4% | -2.6%
CC(=O)Nc1ccc(N2C(=O)CSC2c2ccc(F)cc2)cc1 (stereo not drawn) | 5.3% | -2.9%
COc1ccc(-c2nn3c(-c4ccccc4)nnc3s2)cc1OC | -0.2% | -16.3%
CCn1c(-c2ccsc2)nc2c1c(=O)[nH]c(=O)n2Cc1ccccc1 | 1.7% | -7.7%
C=CCn1cc(C)c(=O)n(CC(C)C)c1=O | x | 6.4%
O=C1CCN=C(Nc2ccc(F)cc2)N1Cc1ccccc1 | -2.0% | 3.8%
CCCCCn1c(=O)c(C(=O)c2ccccc2)nc2ccccc21 | -9.6% | x
N#Cc1c(N)nc(SCc2ccccc2)c(C#N)c1-c1cccs1 | -4.0% | 0.4%
CCn1c(SCC(=O)Nc2ccccc2)nc2c1c(=O)n(C)c(=O)n2C | -2.9% | x
Cc1cccc(/C=N/N2CCN(Cc3cccc4ccccc34)CC2)c1 | 5.7% | 2.1%
CC(C)(C)Nc1nc(N2CCCC2)nc(N2CCCC2)n1 | 0.3% | x
CC(=O)Nc1nonc1-c1nc2ccccc2n1Cc1ccccc1 | 2.8% | 1.0%

More entries follow.
SMILES | Hsp70 displacement | MKP-3 inhibition
O=C1c2ccccc2N2C(=O)c3ccccc3[C@H]2N1c1ccccc1 | 2.5% | x
O=C(Nc1cccc(-c2nc3ncccc3o2)c1)c1cc2ccccc2o1 | 3.7% | x
Cc1ccc2nc(C(O)C(O)c3nc4ccc(C)cc4[nH]3)[nH]c2c1 (stereo not drawn) | 0.8% | 6.1%
O=C(NC12CC3CC(CC(C3)C1)C2)c1ccccc1I | 2.0% | -0.6%
CCOC(=O)CN(C(=O)CSc1nnc(Cc2ccccc2)n1-c1ccc(C)cc1)c1ccccc1 | 2.5% | x
CCn1c2ccccc2c2nc3cc(S(=O)(=O)N4CCOCC4)ccc3nc21 | 9.0% | -5.3%
CC(=O)/C(CN1CCCCC1)=N/O | 5.0% | 0.4%
C=CCC(NC(C)c1ccccc1)c1ccco1 (stereo not drawn) | 1.5% | x
COc1ccc(OC)c(N(CC(=O)N(Cc2ccccc2)Cc2ccccc2)S(C)(=O)=O)c1 | -3.3% | 4.1%
CC1=C(C)CC(C(=O)NCCc2ccccc2)C(C(=O)O)C1 (stereo not drawn) | -5.2%&-6.1% | -0.2%
CC(Sc1nnc(Cn2c(=O)sc3ccccc32)n1C)c1ccccc1 (stereo not drawn) | -1.6% | -8.0%
CCOc1ccccc1C(=O)Nc1ccc(-c2nnc(-c3ccc(C)cc3)o2)cc1 | 3.2% | 2.7%
CCC(C)NC(=O)NS(=O)(=O)c1ccccc1Cl (stereo not drawn) | 5.0% | 5.2%
COCCN(CCOC)Cc1c(C)[nH]c2c(C)c(C)ccc2c1=O | -1.2% | -6.5%
CCC(CO)n1c(SCc2cc(=O)oc3cc(C)ccc23)nc2ccccc2c1=O (stereo not drawn) | 0.0% | x

Reprinted at random: 6 compounds from above.
SMILES | Hsp70 displacement | MKP-3 inhibition
COc1ccc(S(=O)(=O)NCCCCCC(=O)NCCCN2CCOCC2)cc1 | -2.2% | 1.5%
Cc1nnc(-n2ncc(C#N)c2N)c2nn(-c3ccccc3F)c(C)c12 | -2.0% | x
C=CCn1cc(C)c(=O)n(CC(C)C)c1=O | x | 6.4%
CCOc1ccc(NC(=O)Nc2ccc3c(c2)nnn3C)cc1 | 3.6% | -1.7%
Cc1ccc2c(c1)c1c3n2CCN(CCC#N)C3CCC1 (stereo not drawn) | -3.2% | 0.5%
NC(=O)CS(=O)(=O)c1nc2ccccc2n1CC(=O)N1CCCCC1 | -1.0% | -3.4%

Returning to the listing, starting two compounds before the break.
SMILES | Hsp70 displacement | MKP-3 inhibition
COCCN(CCOC)Cc1c(C)[nH]c2c(C)c(C)ccc2c1=O | -1.2% | -6.5%
CCC(CO)n1c(SCc2cc(=O)oc3cc(C)ccc23)nc2ccccc2c1=O (stereo not drawn) | 0.0% | x
C/C=C/COc1nc2c(c(=O)n(C)c(=O)n2C)n1C | 2.2% | -4.1%
COc1ccc(OC)c(S(=O)(=O)Nc2c(F)cccc2F)c1 | 1.0% | 2.3%
CCSc1nnc(-c2ccc(S(=O)(=O)NCc3cccs3)cc2)o1 | 3.4% | -2.0%
COc1ccc(C(=O)Oc2ccc(C(=S)N3CCC(C)CC3)cc2OC)cc1 | 2.3% | 3.0%
CC(C)OC(=O)CC12CN3CC(CC(=O)OC(C)C)(CN(C1)C(=O)c1ccccc1C3=O)C2=O | 2.5% | -10.1%
CCC(C)c1ccc(NC(=O)C2C3C=CC(C3)C2C(=O)O)cc1 (stereo not drawn) | 0.1% | 4.5%
CCCCN1C(=S)SC(C)(C)C1/[N+]([O-])=C/c1cccnc1 (stereo not drawn) | -3.7% | x
CCOC(=O)c1c(CN2CCOCC2)n(-c2ccccc2)c2ccc(O)cc12 | 3.1% | 4.0%
COC(=O)c1ccc(C(=O)OC)c(NC(=O)c2c(OC)cccc2OC)c1 | -0.9% | 3.8%
O=C(Oc1ccc(Cl)cc1)c1cccs1 | 1.2% | 2.1%
CCOC(=O)c1sc2nc(NC(=O)C3CC3)sc2c1C | -4.5% | -4.0%
CN(C)S(=O)(=O)c1cccc(NC(=O)Cn2cnc3ccccc3c2=O)c1 | -3.1% | x
Cn1cnnc1SC(C(=O)Nc1cc(Cl)cc(Cl)c1)c1ccccc1 (stereo not drawn) | -1.9% | x
O=C1NC(=O)/C(=C/c2ccc3c(c2)OCO3)S1 | 4.6% | -0.4%
CCCc1cc(=O)[nH]c(Nc2cc(OC)ccc2OC)n1 | 4.7% | -12.7%
O=C(CCSCCc1ccccn1)Nc1ccc(Br)cn1 | -0.5% | x
O=C(Nc1nc(-c2ccccc2)cs1)Nc1cccc2ccccc12 | 4.4% | 9.4%
CN(C(=O)CSc1nc(N)nn1-c1ccccc1)c1ccccc1 | 1.8% | -4.5%
COc1cccc(NC(=O)CSc2nnc(Cn3c(=O)sc4ccccc43)n2C)c1 | -0.7% | -4.1%
N#C/C(=C\C=C\c1ccccc1)C(=O)NCC1CCCO1 (stereo not drawn) | 1.6% | 5.0%
CCCOc1ccc(/C=N/Nc2nc(C)cc(-c3ccccc3)n2)c(O)c1 | 4.6% | -1.8%
CCCOc1cccc(-c2nc3ccc(Cl)cc3c(=O)o2)c1 | 2.8% | 3.0%
